# OX1R antag-1: antagonists of human orexin 1 receptor (OX1R) | OX1R-expressing cells, FRET antagonist read-out | AID 485270, 2010 | 330,000 compounds, 1.8% hits | inhibition, % at 6.6 µM; in the data active means inhibition mostly above about 38%, no sharp cut-off; inactive means mostly below about 40%;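 further: 0% = agonist challenge alone and 100% = reference antagonist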
# Target sequence (O43613 whole entry, looked up): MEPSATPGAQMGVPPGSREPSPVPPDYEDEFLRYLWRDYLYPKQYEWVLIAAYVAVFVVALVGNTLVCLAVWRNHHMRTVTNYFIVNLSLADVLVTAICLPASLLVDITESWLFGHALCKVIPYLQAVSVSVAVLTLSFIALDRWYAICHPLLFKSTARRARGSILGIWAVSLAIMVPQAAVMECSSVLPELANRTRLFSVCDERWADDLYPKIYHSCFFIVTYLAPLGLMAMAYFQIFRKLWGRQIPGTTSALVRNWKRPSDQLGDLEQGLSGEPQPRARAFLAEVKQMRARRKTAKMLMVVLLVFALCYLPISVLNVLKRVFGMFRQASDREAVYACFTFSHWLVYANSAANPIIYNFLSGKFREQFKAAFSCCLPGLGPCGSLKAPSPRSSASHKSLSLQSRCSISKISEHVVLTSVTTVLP
# STK33 inh: inhibitors of purified STK33 kinase, primary screen, biochemical, ADP-Glo luminescence, homogeneous, cell-free | Serine/threonine-protein kinase 33 (Homo sapiens), Q9BYT3 | inhibition, % at 10 µM | MBP phosphorylation | 320,000 compounds, 0.073% hits;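 active means inhibition at or above 25%, using the most active replicate where run in duplicate; inactive means inhibition below 25%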
# Target sequence (Q9BYT3 whole entry, looked up): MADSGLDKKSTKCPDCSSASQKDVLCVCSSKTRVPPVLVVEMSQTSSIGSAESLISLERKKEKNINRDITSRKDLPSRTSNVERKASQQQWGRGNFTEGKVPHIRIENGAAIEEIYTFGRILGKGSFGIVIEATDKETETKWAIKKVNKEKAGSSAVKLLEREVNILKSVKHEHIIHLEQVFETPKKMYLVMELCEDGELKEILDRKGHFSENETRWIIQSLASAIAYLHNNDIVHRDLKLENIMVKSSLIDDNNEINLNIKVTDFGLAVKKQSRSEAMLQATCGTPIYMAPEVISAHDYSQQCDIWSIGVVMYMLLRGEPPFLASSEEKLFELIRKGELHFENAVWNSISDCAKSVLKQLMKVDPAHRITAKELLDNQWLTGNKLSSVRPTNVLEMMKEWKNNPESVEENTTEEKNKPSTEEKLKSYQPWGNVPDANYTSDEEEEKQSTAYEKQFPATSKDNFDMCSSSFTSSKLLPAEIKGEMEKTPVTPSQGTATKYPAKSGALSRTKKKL
# OX1R antag-2: OX1R (HCRTR1) antagonists, primary screen, fluorescence, CHO/OX1R cells, Fluo-8 calcium, orexin A. AID 434989, 2010. 330,000 compounds, 0.43% hits. inhibition, % at 5 µM. Fluo-8 calcium fluorescence. Orexin/Hypocretin receptor type 1 (Homo sapiens), O43613;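 active means inhibition above its plate's threshold, mean inhibition of all tested compounds on the plate plus 3 SD, cut at about 37% in these data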;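 further: 0% = orexin A challenge wells and 100% = SB-334867-A antagonist wells; not every result past the cut was called active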
# Active calls of the source: *; . = not tested or not shown. Rows are unselected, and some 2.2% of all compounds hit somewhere here.
SMILES,OX1R antag-1,STK33 inh,OX1R antag-2
O=C(Cc1ccc(F)cc1)NCc1cccnc1,8,-2.0,-7
COc1ccc(Cl)cc1NC(=O)CN(C)C(=O)c1ccc(N2CCCCC2)c([N+](=O)[O-])c1,22,-1.1,-23
Cc1ccc(NC(=O)c2nc3nccc(C)n3n2)c(C)c1,-4,-1.4,3
Cn1cc(/C(Cc2ccccc2)=N\O)c2ccccc21,17,-2.1,-29
CCOC(=O)c1c(NCc2ccccc2)n[nH]c1C,15,.,-19
Cc1ccc(S(=O)(=O)N2CCN(c3ccccc3)CC2)cc1,1,-1.2,2
CC(=O)N(C)c1ccc(NC(=O)C(c2ccccc2)c2ccccc2)cc1,-4,-0.4,-21
Cc1nc(CCNC(=O)Cc2ccc(F)cc2)cs1,0,-1.0,-6
CCOc1ccc(NCC(=O)N/N=C/C=C/c2ccccc2)cc1,18,-1.0,-15
CSc1nnc(CNS(=O)(=O)c2ccc(F)cc2)n1C,6,-1.1,1
N/C(CS(=O)(=O)c1ccccn1)=N\OC(=O)c1ccccc1Cl,3,-0.2,2
COC(=O)[C@@]1(Cc2ccc(OC)cc2)[C@H]2c3cc(C(=O)N(C)C)n(CCSCCO)c3C[C@H]2CN1C(=O)c1ccccc1,7,-0.3,-28
O=c1ccc(-c2nc3cc(Cl)ccc3n2Cc2ccccc2)c[nH]1,9,-0.1,-9
Cc1cccc(NS(=O)(=O)c2coc(C(N)=O)c2)c1C,14,-1.3,-18
CC(=O)N(C)c1ccc(NC(=O)Nc2cccc3ccccc23)cc1,16,-0.1,-9
O=C(CCCN1C(=O)c2cccc3cccc(c23)C1=O)NCc1cccs1,12,-4.9,-21
NS(=O)(=O)c1cccc(NC(=O)/C=C/c2cccs2)c1,28,12,-14
COCCNc1ncnc2nc[nH]c12,5,-0.3,-14
Cn1cnc([N+](=O)[O-])c1Sc1n[nH]c(N)n1,11,0.5,1
O=C(C[n+]1ccccc1)Nc1ccccc1C(F)(F)F,-1,-2.4,-6
C=CCSc1nsc(NC(=O)Nc2cccc(C(C)=O)c2)n1,58*,-1.0,-2
CCC1(c2ccccc2)NC(=S)N(c2ccc(C)cc2)N1 (stereo not drawn),6,0.5,-4
CSc1nc(C)cc(SC(C(C)=O)C(=O)Nc2ccccc2)n1 (stereo not drawn),30,-2.3,-25
Cc1nc(NCc2cccnc2)c2c3c(sc2n1)CC(C)CC3 (stereo not drawn),16,-0.6,-35

# 4 entries out of the list above, sorted by the value under OX1R antag-2, largest number first.
Molecule,OX1R antag-1,STK33 inh,OX1R antag-2
Cc1ccc(NC(=O)c2nc3nccc(C)n3n2)c(C)c1,-4,-1.4,3
CCC1(c2ccccc2)NC(=S)N(c2ccc(C)cc2)N1 (stereo not drawn),6,0.5,-4
O=C(Cc1ccc(F)cc1)NCc1cccnc1,8,-2.0,-7
O=C(CCCN1C(=O)c2cccc3cccc(c23)C1=O)NCc1cccs1,12,-4.9,-21

# The list goes on:
SMILES,OX1R antag-1,STK33 inh,OX1R antag-2
COc1c(O)ccc2c1CN1CCc3cc4c(cc3C1C2)OCO4 (stereo not drawn),25,-0.5,-7
COC(=O)C1=C(C)N=C2SC(C#N)=C(N)N2C1c1ccc(OC)cc1 (stereo not drawn),18,0.3,-27
O=C(OCc1ccccc1)C1=NNC2C(=O)N(c3ccc(Br)cc3)C(=O)C12 (stereo not drawn),11,-0.4,-20
Cc1ccc([C@H]2C(C(=O)O)=C[C@@H](C(C)(C)C)N2S(=O)(=O)c2ccc(C)cc2)cc1,8,-2.7,-32
CN(C)S(=O)(=O)c1cccc(NC(=S)N(CCC#N)Cc2cccnc2)c1,2,0.3,-6
CC(C(=O)N(C)CC(=O)Nc1ccccc1C(F)(F)F)N1C(=O)c2ccccc2C1=O (stereo not drawn),6,-1.0,-20
COc1ccc(Br)cc1CN1CCSCC1,11,-0.4,-3
CSCCC(NC(=O)COc1ccccc1)C(=O)OCc1ccc([N+](=O)[O-])cc1 (stereo not drawn),9,-3.3,-15
COc1ccc(CC(=O)N/N=C/c2cccs2)cc1OC,16,1.4,-13
NC(=O)C1CCN(C2=C(NS(=O)(=O)c3ccccc3)C(=O)c3ccccc3C2=O)CC1,129*,0.0,-18
NC(=O)C1(N2CCCCC2)CCN(CC(=O)Nc2ccccc2-c2ccccc2)CC1,10,-0.5,1
COc1cc(C2NC(=O)NC(C)=C2C(=O)OC2CCCC(C)C2)ccc1O (stereo not drawn),-1,-3.5,-20

# Ordered by heavy-atom count (highest first): some entries from above
SMILES,OX1R antag-1,STK33 inh,OX1R antag-2
NC(=O)C1(N2CCCCC2)CCN(CC(=O)Nc2ccccc2-c2ccccc2)CC1,10,-0.5,1
CSCCC(NC(=O)COc1ccccc1)C(=O)OCc1ccc([N+](=O)[O-])cc1 (stereo not drawn),9,-3.3,-15
O=C(OCc1ccccc1)C1=NNC2C(=O)N(c3ccc(Br)cc3)C(=O)C12 (stereo not drawn),11,-0.4,-20
COc1ccc(CC(=O)N/N=C/c2cccs2)cc1OC,16,1.4,-13
COc1ccc(Br)cc1CN1CCSCC1,11,-0.4,-3

# (cont.)
SMILES,OX1R antag-1,STK33 inh,OX1R antag-2
Cc1cc(NCCCOC(C)C)n2c(nc3ccccc32)c1C#N,7,-0.5,-26
Cc1cc(C)n2nc(C(=O)Nc3ccc4c(c3)CCC4)nc2n1,-14,0.0,-14
CCN(CC)CCCSc1nc2ccccc2s1,18,-0.2,-12
COc1ccc(OCC(=O)Nc2cccc(OC)c2)cc1,2,-3.9,0
CC(C)CC(=O)Nc1ccc(-c2nnn(CC(=O)NCc3ccco3)n2)cc1,9,-3.4,-15
CC(Nc1cccc2ccccc12)C(=O)N/N=C/c1ccccn1 (stereo not drawn),8,-0.6,-8
CNC(=S)N(Cc1ccco1)Cc1cc2cc(OC)c(OC)cc2[nH]c1=O,21,-0.2,-19
CCOC(=O)c1c(-c2cccs2)csc1N,13,-0.8,-20
CCOC(=O)C1CCN(C(=O)COC(=O)CNC(=O)c2ccc(C(C)(C)C)cc2)CC1,-1,-0.8,-1
N#Cc1c(Oc2ccc3ccccc3c2)sc(C(=O)c2ccccc2)c1N,6,-0.4,-15
CN(C)S(=O)(=O)N1CCN(CC(=O)Nc2cc(Cl)ccc2Cl)CC1,5,-0.1,-19
CCCCCCSc1cccc(-c2nc3cc(C)ccn3c2NCc2ccccc2)c1,38,-1.3,-31
Cc1ccc(S(=O)(=O)N(C)C)cc1NC(=S)N(C)C1CCN(C)CC1,-7,0.7,-15
CC(=O)C1=C(O)C(=O)N(CO)C1c1ccccc1F (stereo not drawn),26,-0.7,2
Cc1c(NC(=O)Nc2ccc(F)cc2F)c(=O)n(-c2ccccc2)n1C,14,2.5,-10
COc1cc(S(=O)(=O)N2CCN(C(=O)c3ccco3)CC2)ccc1Cl,3,-1.2,-12
O=C(O)c1[nH]nc2c1COc1ccccc1-2,-7,-1.0,-3
CCOc1ccc(NC(=O)N2CCN(Cc3ccc4c(c3)OCO4)CC2)cc1,-11,-1.9,-14
CC(=O)c1ccccc1NC(=O)COC(=O)c1ccc2c(c1)nc(C)n2-c1ccccc1,11,-0.5,-25
CCOC(=O)c1cnn(-c2nc(SC)nc3sc4c(c23)CCC4)c1N,13,-1.0,-16
CC(C)(C)NC(=O)C(OC(=O)c1cccs1)c1ccc(C#N)cc1 (stereo not drawn),13,0.5,-12
CCOC(=O)C1CCN(C(=O)Cn2c(=O)c3cccn3c3cccnc32)CC1,7,1.4,-5
CN(c1ncc(C(F)(F)F)cc1Cl)n1cc(C(=O)O)c2ccccc2c1=O,19,-0.6,-16
O=C1C=CCC(/C=C/c2ccccc2)O1 (stereo not drawn),12,-1.7,-21
Cc1noc(C)c1CS(=O)(=O)Cc1ccc(Cl)cc1,6,-3.3,-3
Cn1ncc2c(Nc3ccccc3Br)ncnc21,26,0.5,-6
COc1cc2cc(CCCOC(=O)c3ccc4c(c3)OCO4)oc(=O)c2cc1OC,10,0.1,-15
CC1CCC(NC(=O)c2cccc(S(=O)(=O)N3CCN(c4ccccc4)CC3)c2)CC1 (stereo not drawn),12,-2.6,-8
Cc1cc(C)nc(NC(=O)Nc2ccccc2C(F)(F)F)n1,20,-1.1,-30
O=C(NCCCn1ccnc1)c1ccncc1,5,-0.1,-1
CCN(CC)c1ccc(N2C(=O)C3CCCCC3C2=O)cc1[N+](=O)[O-] (stereo not drawn),46,0.5,-22
CC(=O)Nc1ccc(NCc2cccs2)cc1,0,-0.5,-2
Cc1ccc(C)c(S(=O)(=O)Nc2ccc(C(=O)N3CCCCC3)cc2)c1,-15,-2.0,3
CCOC(=O)CC1C(=O)NCCN1S(=O)(=O)c1cccc(C(F)(F)F)c1 (stereo not drawn),19,-2.1,3
CCOC(=O)c1cc2sccc2n1CC(=O)OC(C)C,15,-1.7,-30
COc1ccc(OC)c(Nc2nnc(C)c(=O)[nH]2)c1,10,0.0,-5
COc1ccc(CCc2nnc(CCC(=O)NCc3cc(C(C)C)no3)o2)cc1,10,0.2,-23
CCC1(CC)NC(=O)N(CC(=O)Nc2sc3c(c2C(N)=O)CCC3)C1=O,15,0.6,-17
N#Cc1c(N)n(Cc2ccccc2)c(=O)c2cc([N+](=O)[O-])ccc12,13,-0.9,-14
N#Cc1ccccc1OCC(=O)NNC(=O)CNC(=O)c1ccc(Br)o1,6,-2.3,-4
O=C(CCS(=O)(=O)c1ccc(Br)cc1)Nc1ccc(Cl)cc1F,22,-0.4,-28
CCCCCC(=O)NC(=S)NNC(=O)CC,2,-1.2,-17
CN(CCCN1c2ccccc2CCc2ccccc21)CC(=O)c1ccc(Cl)cc1,10,-1.7,-18
COC(=O)c1cc(C(C)=O)c(C)[nH]c1=O,4,0.3,2
Nc1c2c3c(sc2nc(=O)n1N)CCCC3,17,1.1,0
CC(C)(C)SCCNC(=O)CN(c1ccc(F)cc1)S(=O)(=O)c1ccccc1,19,-1.1,-24
O=C(NN=C(Cc1ccccc1)Cc1ccccc1)c1ccncc1,9,1.6,-30
CC(C)(C)C1CCC2(CC1)CC(=O)c1ccccc1O2 (stereo not drawn),20,-0.7,-6
CCN(CCCNC(=O)COc1cc(=O)n(C)c2ccccc12)c1ccccc1,16,-0.1,-27
N#C/C(=N/Nc1ccc(OC(F)(F)F)cc1)C(N)=S,54*,0.4,41*
CCN1CCN(c2ncc(C(=O)Nc3c(F)cc(F)cc3Br)c3ccccc23)CC1,40,1.2,-22
Cc1cccc(Oc2ccc(S(=O)(=O)N3CCCCC3)cc2NC(=O)C2=COCCO2)c1,-7,2.2,12
Cc1ccc(N(CC(=O)N/N=C/c2cc(C)n(-c3ccccc3)c2C)S(C)(=O)=O)c(C)c1,23,-0.9,-7
CCSC(=N)N,13,-0.6,-12
O=C(NC(=S)NC1CCSC1=O)c1ccc([N+](=O)[O-])cc1 (stereo not drawn),35,-0.8,4
CCOc1ccc(N2CC(C(=O)NCCc3c[nH]c4ccc(C)cc34)CC2=O)cc1 (stereo not drawn),15,-1.3,-16
C/C(CC(=O)Nc1ccc(F)cc1)=N\NC(=O)Cc1csc(N)n1,11,6.1,-2
N/C(=N\OC(=O)CC1CCCCC1)c1cccnc1,15,-2.0,-26
CC(=O)Nc1cccc(NS(=O)(=O)c2ccccc2[N+](=O)[O-])c1,5,-0.1,-13
CCC1CCCCN1C(=O)CN1C(=O)c2ccccc2S1(=O)=O (stereo not drawn),21,-0.6,-12

# The listing continues:
SMILES,OX1R antag-1,STK33 inh,OX1R antag-2
COc1ccc(S(=O)(=O)c2c(N)n(Cc3ccco3)c3nc4ccccc4nc23)cc1,20,0.2,4
NCCCn1c(C(=O)c2cc(Cl)c(N)c(Cl)c2)c2ccc(C(F)(F)F)cc2[n+]1[O-],6,-0.5,-27
O=C(Nc1cccc(F)c1)c1cc(S(=O)(=O)N2CCOCC2)cs1,14,0.3,-8
O=C(NCc1ccccn1)Nc1ccccc1,-3,-0.6,-12
CCCn1c(C(O)c2ccc(OC)cc2)nc2ccccc21 (stereo not drawn),10,-1.1,-20
COc1ccc(C(=O)NNC(=O)CN2CCC(n3nnc4cc(F)ccc43)CC2)cc1,4,0.7,-13
Cc1c(C=O)c(=O)n(-c2ccccc2)n1-c1ccccc1,38,-1.4,-14
Cc1ccc(NC2OC(CO)C(O)C2O)cc1[N+](=O)[O-] (stereo not drawn),11,.,-10
CCOC(=O)c1ccccc1OCc1cc(/C=N/n2cnnc2)ccc1OC,3,-1.4,-4
CN(Cc1ccccc1)c1nc(N)c([N+](=O)[O-])c(Nc2cccc(F)c2)n1,17,0.6,-24
Cc1cc(OCCN2CCOCC2)ccc1C(C)C,0,0.3,-32
Cc1cccc(NC(=O)COC(=O)CNC(=O)C2CCCCC2)c1,11,0.3,-4
O=S(=O)(c1cccc(Br)c1)N1CCN(C(=S)NCC2CCCO2)CC1 (stereo not drawn),8,-0.5,6
CCOC(=O)/C(C#N)=C/C1=C(N2CCCC2)CC(C)(C)OC1,20,-1.1,-30
CCN(c1ccccc1)S(=O)(=O)c1ccc(C(=O)Nc2nnc(COC)o2)cc1,0,0.4,-21
O=C(Cc1c(F)c(F)c(F)c(F)c1F)OC12CC3CC(C1)C(=O)C(C3)C2,9,-0.5,4
CC(C(=O)NCc1ccccn1)N1C(=O)c2ccccc2C1=O (stereo not drawn),6,0.2,-12
CCN(CC(=O)NCc1cccs1)C(=O)CCOc1ccccc1,3,-2.1,4

# Shown as a hit in OX1R antag-1 (from the list above):
SMILES,OX1R antag-1,STK33 inh,OX1R antag-2
C=CCSc1nsc(NC(=O)Nc2cccc(C(C)=O)c2)n1,58*,-1.0,-2
NC(=O)C1CCN(C2=C(NS(=O)(=O)c3ccccc3)C(=O)c3ccccc3C2=O)CC1,129*,0.0,-18
N#C/C(=N/Nc1ccc(OC(F)(F)F)cc1)C(N)=S,54*,0.4,41*

# Screening results: PubChem BioAssay, several laboratories
